# TTR transcr act – activators of transthyretin transcription; SH-SY5Y TTR promoter Gaussia luciferase, luminescence; 100% = recombinant luciferase protein wells; activation, % at 16.7 µM; 1.3% of 92,000 active; AID 1117267;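 active means activation above the mean of all tested compounds plus 3 SD, cut at about 9.5% in these data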;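 further: cells exposed to compounds for one day before reading; 0% = median of all test compound wells on the plate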
# * hit, by the source's call.
Compound	TTR transcr act
c1ccc(CNc2nc(NCC3CC3)nc3cc(-c4ccccc4)sc23)cc1	-1.2
CCOC(=O)c1[nH]c2ccccc2c1NC(=O)C1CCCC1	1.2
CN(C)CCN(Cc1ccccc1)S(=O)(=O)c1csc(C(N)=O)c1	-0.4
COc1ccc(CN2CCc3ccccc3C2)c(OC)c1	2.3
COc1cccc(C2=Cc3ccc(F)cc3C(CC(C)=O)N2c2ccc(-c3cc(OC)c(OC)c(OC)c3)cc2)c1 (stereo not drawn)	1.6
CCCCc1c(O)nc(SCC(=O)c2ccccc2)n(-c2ccccc2C)c1=O	-1.6
O=C(Nc1ccc(Cl)c(Cl)c1)Nc1nc(-c2ccccc2)cs1	-4.1
O=C(COc1ccccc1Cl)NC1CC1	0.8
COC(=O)CSc1ncccc1-c1nc2ccccc2[nH]1	-1.4
CCOC(=O)c1ccc(N2C(=O)CC(N3CCC(O)(c4ccc(Br)cc4)CC3)C2=O)cc1 (stereo not drawn)	0.3
COc1ccc(-c2nc(C)sc2C)cc1	3.9
Cn1c(=O)c2c(ncn2CC(=O)OCC(=O)NCc2ccccc2Cl)n(C)c1=O	1.0
CCn1c(SCC(=O)Nc2ccc(S(N)(=O)=O)cc2)nnc1-c1cccc(OC)c1	4.1
Clc1ccc(Oc2nc(Oc3ccc(Cl)cc3)nc(N3CCOCC3)n2)cc1	-1.6
CCOC(=O)c1c(CSc2ccccc2)n(C)c2cc(Br)c(OCC(O)CNC(CO)(CO)CO)cc12 (stereo not drawn)	-3.2
Nc1cccc(NP(=O)(c2ccccc2)c2ccccc2)c1	-2.5
CCOC(=O)CNC1CC(=O)N(c2ccc(Br)cc2)C1=O (stereo not drawn)	-1.9
COCCCNC(=O)C[C@H]1C[C@@]2(C(=O)OC)C(=C[C@H](COCc3ccccc3)O[C@@H]2C)N(Cc2cccc3ccccc23)C1=O	-1.9
CC1(C)OC(=O)NC1c1ccccc1 (stereo not drawn)	1.7
COc1ccc(CCNC(=O)c2cc3c(C)nccc3[nH]c2=O)cc1OC	-0.6
Cc1ccc(Nc2cc(C)nc(N3CCOCC3)n2)cc1	4.4
O=C(CCc1nnc(CCC2CCCCC2)o1)NCCn1cccn1	0.6
O=C(CN(c1cccc(Cl)c1)S(=O)(=O)c1ccc(Cl)cc1)NCc1ccccn1	-1.9
CCN1C(N(C)CCc2cccs2)=N[C@@H](c2ccccc2)C(C(=O)OC)=C1C	-2.4
C#Cc1ccc([C@H]2C=C(C(=O)N3CCOCC3)O[C@@H](OCc3ccc(CO)cc3)C2)cc1	7.6
Cc1sc(NC(=O)c2cccs2)c(C(=O)OC(C)C)c1C	-1.3
CCN(CC(=O)Nc1ccc2c(c1)OCCO2)C(=O)c1cc(Cl)nc2ccccc12	-0.4
O=C(NCCN1C(=O)S/C(=C\c2cccs2)C1=O)c1ccco1	0.6
O=C(C1CCC1)N1CCN(c2cccc(C(F)(F)F)c2)CC1	2.2
Cc1cccc(NC(=O)c2nc[nH]c2C(=O)N2CCC(C)CC2)c1	0.5
Cc1cc(Cl)c2oc(C(=O)N(C)CCc3cnn(C)c3)c(C)c2c1	-0.6
CCCCC1(C(=O)OCC)NC(c2ccc(O)cc2)C2C(=O)N(c3ccccc3)C(=O)C21 (stereo not drawn)	-0.5
CCOC(=O)CCC(NC(=O)c1ccc(Nc2nc3ccccc3nc2C(=O)OCC)cc1)C(=O)OCC (stereo not drawn)	-1.0
COc1ccc(/C=C/C(=O)N(Cc2cccs2)C2CCS(=O)(=O)C2)cc1 (stereo not drawn)	0.8
COc1cc(CN2CCCCC2C(=O)Nc2ccc(Oc3ccccc3)nc2)ccc1O (stereo not drawn)	-0.6
CCOC(=O)c1cc(C(C)(C)C)nc(SC)c1C#N	-0.1
C=CCN(c1ccccc1)S(=O)(=O)c1cccc(C(=O)N2CCN(c3ncccn3)CC2)c1	-2.8
O=C(Nc1ccccc1C(=O)O)c1cccc(F)c1	3.0
O=C(COc1ccccc1Cl)NCCNC(=O)c1cnccn1	-0.8
CCN1C(=O)[C@H]2[C@@H](c3ccc(-c4ccc(C(C)=O)cc4)cc3)N3CCCC[C@@]3(C(=O)OC)[C@H]2C1=O	-2.8
C/C(=N\NC(=O)Cn1cc([N+](=O)[O-])cn1)c1ccco1	1.8
O=C(O)C1C2C=CC(C2)C1C(=O)NCc1ccc(Cl)c(Cl)c1 (stereo not drawn)	-2.0
O=C(Nc1ccccc1Cl)C1CC(=O)N(c2ccccc2)C1 (stereo not drawn)	0.1
Cc1ccc(NC(=O)CSCC(=O)N(C)CC(=O)Nc2c(C)cccc2C)cc1	2.8
CC1CCc2sc(-c3n[nH]c(=S)o3)cc2C1 (stereo not drawn)	-1.2
CCCN(C(=O)Cc1coc2cc(C)c(C)cc12)c1c(N)n(Cc2ccccc2)c(=O)[nH]c1=O	-2.7
COc1ccc(/C=N/NC(=O)Cn2cnc3c2c(=O)n(C)c(=O)n3C)cc1	-1.8
CCOC(=O)C1CCN(C(=O)C(C)(C)NC(=O)Nc2ccc(N(C)C)cc2)CC1	0.5
C1=C(c2ccccc2)CCN(c2nc3ccccc3n3cnnc23)C1	-0.3
O=C1CCN(c2ccccc2)N1	0.8
N/C(=N/OC(=O)c1cccc([N+](=O)[O-])c1)c1cccc([N+](=O)[O-])c1	-0.5
CCOC(=O)c1nnn(-c2ccccc2C#N)c1C	-1.2
CCCCOc1ccc(-c2[nH]ncc2C=O)cc1	-0.6
CC(C)[C@H](NC(=O)OCc1ccccc1)C(=O)NCc1ccccc1	0.8
CCOc1ccc(NC(=O)N(O)C2(C#N)CCCCC2)cc1	7.8
COc1ccc2c(c1)C(c1ccc(C)o1)=NNC(c1ccccc1)=N2	-0.1
COc1cccc(C2CCCN2Cc2nc(-c3cnccn3)no2)c1 (stereo not drawn)	2.9
CC(C)OC(=O)NC(Nc1ccccc1C(=O)O)(C(F)(F)F)C(F)(F)F	-1.2
COc1cc(Cl)c(C)cc1NC(=O)CSc1nc2ccccc2o1	1.8
CC(NC(=O)c1cccnc1)C(=O)O (stereo not drawn)	-1.1

# Copied from the list.
# `Cc1cc(Cl)c2oc(C(=O)N(C)CCc3cnn(C)c3)c(C)c2c1` | TTR transcr act = -0.6
# `CCOc1ccc(NC(=O)N(O)C2(C#N)CCCCC2)cc1` | TTR transcr act = 7.8
# `N/C(=N/OC(=O)c1cccc([N+](=O)[O-])c1)c1cccc([N+](=O)[O-])c1` | TTR transcr act = -0.5

# Remaining list, next part
Compound	TTR transcr act
Cc1ccc(SCCC(=O)NC(C(C)C)C(C)C)cc1	-0.3
Cc1cc(C(=O)N/N=C/c2ccc([N+](=O)[O-])s2)n[nH]1	-1.7
O=[N+]([O-])c1ccc(Nc2ccc(N3CCOCC3)cc2)c([N+](=O)[O-])c1	0.2
CC1(C)CC(=O)C(CC2CCCCC2=O)C(=O)C1 (stereo not drawn)	0.0
COc1ccc(NC(=O)Nc2ccc3c(c2)C(=O)N([C@H](C)CO)C[C@H](C)[C@@H](CN(C)S(C)(=O)=O)O3)cc1	0.7
NC(=O)c1oc2ccccc2c1NC(=O)c1nc2ccccc2s1	-0.8
S=C(NCC1CCCO1)Nc1cc(Cl)c(Cl)cc1Cl (stereo not drawn)	3.6
CCN1/C(=C2\C(=O)N(C)C(=S)N2C)C=Cc2ccccc21	4.1
NC(=S)NC1CC2CC1C1C=CCC21 (stereo not drawn)	-0.7
CC(=O)Oc1ccccc1-n1c(C)nc(=O)c(-c2ccccc2)c1C	0.2
Cc1ccc(S(=O)(=O)Nc2ccc(S(=O)(=O)Nc3cc(C)nc(C)n3)cc2)cc1	2.3
COc1ccc(Cl)cc1NC(=O)NC(C)C(C)(C)C (stereo not drawn)	1.7
N/C(=N\OC(=O)c1cccc(Cl)c1)c1ccncc1	1.7
CCOC(=O)c1sc(NC(=O)C(OC(C)=O)c2ccccc2)nc1C (stereo not drawn)	-0.3
COc1ccc(/C=N/NC(=O)c2cc(C(C)(C)C)[nH]n2)cc1COc1ccc(F)cc1F	0.1
COC(=O)C(=Cc1ccncc1)c1cccc2ccccc12	8.8
CC1C=CCC2C(=O)N(c3cccc(C(=O)NCc4ccccc4)c3)C(=O)C12 (stereo not drawn)	-2.7
O=C(O)c1cccc(N/N=C/c2ccc(-c3ccccc3)cc2)c1	2.0
CC(C)(C)[C@H]1C=C(C(=O)NCc2ccccc2)O[C@@H](OCCCCO)C1	19*
CCN(CC)c1ccc(NC(=O)COC(=O)c2ccc3ccccc3n2)cc1	-0.5
COc1ccc(S(=O)(=O)N2CCOCC2)cc1NC(=O)CSc1nnc(NC2CC2)s1	-1.2
CCC[C@H]1[C@@H](O)CC[C@@]23CCCN2C(=O)CCC[C@@H]13	0.1
CC(C)c1ccccc1NC(=O)CN1C(=O)c2ccccc2C1=O	4.2
CC(C)N(Cc1nnc(-c2ccccc2Cl)o1)C(=O)COc1cccc(Cl)c1	-1.0
Cc1cccc(C)c1C(=NCCN(C)C)c1ccccc1	3.6
O=C(CC(=O)c1ccccc1)Nc1cccnc1	1.3
COc1ccc(-c2nc(-c3ccncc3)no2)c(OC)c1	-3.1
Cc1ccccc1C(=O)n1ccc2ccc(-c3ccc4ccn(Cc5ccccc5)c4c3)cc21	0.8
COCCC(=O)N1CCC(Oc2ccc(C(=O)NCc3ccon3)cc2)CC1	-0.6
Cc1ccc(O)c(NC(=O)C2CC(c3cccc(Br)c3)=NO2)c1 (stereo not drawn)	3.3

# Four neighbouring entries already listed, quoted:
Compound	TTR transcr act
Cc1ccc(SCCC(=O)NC(C(C)C)C(C)C)cc1	-0.3
Cc1cc(C(=O)N/N=C/c2ccc([N+](=O)[O-])s2)n[nH]1	-1.7
O=[N+]([O-])c1ccc(Nc2ccc(N3CCOCC3)cc2)c([N+](=O)[O-])c1	0.2
CC1(C)CC(=O)C(CC2CCCCC2=O)C(=O)C1 (stereo not drawn)	0.0

# (next part)
Compound	TTR transcr act
CCn1ccnc1CNC(=O)CC1C(=O)NCCN1Cc1ccccc1F (stereo not drawn)	2.7
CSc1ncnc2c1ncn2CCCN(C)CCc1ccccn1	-1.4
COC(=O)c1sc(N)c(C(=O)OC)c1COC(=O)CNS(=O)(=O)c1ccc(C)c(C)c1	1.1
COc1ccc(S(=O)(=O)NNC(=O)C(=O)NNc2ccccn2)cc1	0.0
Cc1cccc(CSc2nnc3c(n2)[nH]c2ccccc23)c1	-1.2
O=C(c1ccc2nc(N3CCOCC3)sc2c1)N1CCN(C(=O)c2ccco2)CC1	1.5
CCc1cc2c(CN3CCN(CC)CC3)cc(=O)oc2cc1O	-1.7
OCCNCc1cccc(OCc2ccccc2Cl)c1	0.8
CCOc1ccc(CCNC(=O)COC(=O)COc2ccc(Br)cc2)cc1OCC	-1.0
Cc1cc(/C=C2/SC(=S)N(c3ccc([N+](=O)[O-])cc3)C2=O)c(C)n1-c1cccnc1	-3.9
Cc1ccc(S(=O)(=O)NNC(=S)Nc2ccc(Cl)cc2)cc1	2.4
O=C(c1cnc(Cl)c(Cl)c1)N1CCC(Cc2ccccc2)CC1	-1.0
Nc1ccc(Nc2ccc([N+](=O)[O-])cc2[N+](=O)[O-])cc1	2.7
COc1ccc(NC(=O)C(C/C=C(/C)Cl)C(C)=O)cc1 (stereo not drawn)	2.2
CCC(C)N1C(=O)/C(=C/c2c(NCCCOC(C)C)nc3c(C)cccn3c2=O)SC1=S (stereo not drawn)	0.0
Cc1nn(Cc2ccc(Cl)cc2)c(C)c1NC(=O)c1cc(-c2ccc3c(c2)OCO3)on1	-1.0
O=C(O)c1ccc(-c2nn3c(=O)cc(N4CCNCC4)nc3s2)cc1	0.9
O=C(CCCc1nc2ccccc2s1)N1CCN(c2ccccc2)CC1	3.8
Oc1cccc(C=NN=C2c3ccccc3-c3ccccc32)c1	0.8
C/C(=N\N1CCN(c2ccc(Cl)cc2)CC1)c1cccc([N+](=O)[O-])c1	-0.6
C/C(=N\NC(=O)CO/N=C(\C)c1cccs1)c1ccc(N)cc1	-1.4
O=C(CSc1nnc(SCc2cccc3ccccc23)s1)c1ccc2c(c1)OCO2	4.1
COc1ccc(NC(=O)N(C)C[C@H]2Oc3ccc(NC(=O)CCN4CCOCC4)cc3C(=O)N([C@H](C)CO)C[C@@H]2C)cc1	5.7
COc1ccc2c(c1)OCC(O)(c1ccccc1)C2=O (stereo not drawn)	38*
O=S1(=O)CCN2C=Nc3sc4c(c3C2=N1)CCCC4	-3.1
CSc1ccccc1OCc1cc(C(=O)NC2CCOC2)no1 (stereo not drawn)	3.6
CCOC(=O)C1CCN(C(C(=O)NC2CCCC2)c2ccc(C)cc2)CC1 (stereo not drawn)	-0.5
CCOC(=O)N1CCN(S(=O)(=O)N2CCCC(C(=O)NCc3ccccc3OC)C2)CC1 (stereo not drawn)	0.5
CC1(c2nnc(-c3cccc(Cl)c3)o2)CC(c2cccnc2)=NO1 (stereo not drawn)	-1.9
O=Cc1c(N2CCSCC2)nc2ccccn2c1=O	-0.1

# 7 entries drawn at random from the list so far:
Compound	TTR transcr act
CCOC(=O)c1cc(C(C)(C)C)nc(SC)c1C#N	-0.1
CN(C)CCN(Cc1ccccc1)S(=O)(=O)c1csc(C(N)=O)c1	-0.4
CC(C)[C@H](NC(=O)OCc1ccccc1)C(=O)NCc1ccccc1	0.8
O=C(CCc1nnc(CCC2CCCCC2)o1)NCCn1cccn1	0.6
CC(NC(=O)c1cccnc1)C(=O)O (stereo not drawn)	-1.1
CCN1C(=O)[C@H]2[C@@H](c3ccc(-c4ccc(C(C)=O)cc4)cc3)N3CCCC[C@@]3(C(=O)OC)[C@H]2C1=O	-2.8
CC1(C)CC(=O)C(CC2CCCCC2=O)C(=O)C1 (stereo not drawn)	0.0

# (listing goes on)
Compound	TTR transcr act
COCCNC(=O)c1cc(-c2ccc3c(c2)OCO3)on1	1.7
CC(C)c1ccc([C@@H]2O[C@H](CCc3ccccc3)Cc3[nH][nH]c(=O)c32)cc1	3.3
CC(=O)C1=C(C)OC(N)=C(C#N)C1c1cccnc1 (stereo not drawn)	-0.7
COc1cccc(-c2ncc3ccccc3c2COC(=O)N(C)C)c1	-3.6

# Some of the compounds tested; rates above refer to the full screens.
